Salmonella PhoP GFP: Inhibition of PhoP regulon, Salmonella typhi GFP reporter cells, confirmation, 4 h (AID 1850); Salmonella Typhi PhoP-promoter GFP reporter, fluorescence, 4 h; higher % means a stronger effect; inhibition, % at 50 µM; hits with a dose series show IC50 in µM; 310,000 compounds, 0.33% hits; in the data active = a potency from the dose series; inconclusive = inhibition mostly from about 25% at the one dose, without a potency; inactive = the rest, 99 in 100 with inhibition below about 19%;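 also: 0% = induced wells with vehicle and 100% = uninduced wells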
influenza NS1A: NS1A inhibition, H1N1 influenza, cell based functional assay (AID 504329); NS1A functional cell-based assay, percent inhibition; higher % means a stronger effect; one-dose inhibition, % at 12.5 µM; IC50 in µM for titrated hits; 340,000 compounds, 0.3% hits; in the data active = a potency from the dose series; inconclusive = inhibition above about 27% without an active follow-up result; also: strong numbers were not always called active
M. tuberculosis: growth inhibition of non-replicating M. tuberculosis (AID 488890); Mycobacterium tuberculosis non-replicating, growth inhibition; higher % means a stronger effect; one-dose inhibition, % at 25 µM; IC50 in µM for titrated hits; 320,000 compounds, 0.39% hits; in the data active = a potency from the dose series; inconclusive = inhibition mostly from about 82% at the one dose, without a potency; inactive = the rest, 99 in 100 with inhibition below about 76%;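 also: plate controls were DMSO cells for no effect and high antibiotic wells for full effect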
H37Rv inhibition: M. tuberculosis growth inhibition, HTS (AID 449762). M. tuberculosis H37Rv growth inhibition, 7H9 media; higher % means a stronger effect. inhibition, % at 25 µM, or IC50 in µM where a hit was titrated. 330,000 compounds, 0.59% hits; in the data active = a potency from the dose series; inconclusive = inhibition above about 70% without an active follow-up result;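 also: bacterial growth assessed after seven days of incubation; strong numbers were not always called active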
VEEV TC-83 Vero: inhibitors of VEEV TC-83 cytopathic effect, confirmation, Vero cells (AID 588727); Vero cells, VEEV TC-83 cytopathic effect inhibition; higher % means a stronger effect; inhibition, % at 20 µM; hits with a dose series show IC50 in µM; 350,000 compounds, 0.13% hits; in the data active = a potency from the dose series; inconclusive = inhibition mostly from about 14% at the one dose, without a potency; inactive = the rest, 99 in 100 with inhibition below about 12%; also: strong numbers were not always called active
VEEV TC-83 Vero 10K pilot screen: recorded beside VEEV TC-83 Vero, whose call it bears; inhibition, %; measured here: 10K pilot screen inhibition
Active calls of the source: *; i = inactive; ? = inconclusive; / = not tested or not shown; & = joins results of further samples.

SMILES	Salmonella PhoP GFP	influenza NS1A	M. tuberculosis	H37Rv inhibition	VEEV TC-83 Vero	others
Cc1cc(=O)[nH]c(SCCCOc2ccc(F)cc2)n1	0%	6%	21%	3%	0.6%
COc1ccc(CNC(=O)C[C@H]2C[C@H](C(=O)N3CCOCC3)[C@@]3(CCC4CCCC4)c4[nH]c5ccc(Cl)cc5c4CCN3C2=O)cc1OC	/	-1%	/	/	?
O=C(Nc1ccc2c(c1)OCO2)c1cn(Cc2ccc(F)cc2)nn1	-14%	-1%	/	-10%	1.8%
COc1ccc(CNC(=O)c2cc3c(=O)n4ccccc4nc3n(Cc3cccnc3)c2=N)cc1	0%	4%	1%	7%	4.0%
COc1ccc(Cl)cc1N1C(=O)[C@@H]2C(c3cccc(OC)c3OC)=NO[C@@H]2C1=O	-9%	2%	-12%	-14%	2.9%
Cc1ccc(S(=O)(=O)N/N=c2\oc3ccccc3cc2C(=O)Nc2cccc(C)c2)cc1	-21%	/	-1%	1%	/
CCOP(=O)(c1ccccc1)C(O)c1ccc(F)cc1 (stereo not drawn)	1%	-3%	-4%	-2%	2.8%
O=C1C2C3C=CC(C3)C2C(=O)N1Nc1c(Cl)cc(Cl)cc1Cl (stereo not drawn)	1%	1%	57%	-1%	i
CC(C)(C)c1ccc(OCCC(=O)OCC(=O)N2c3ccccc3NC(=O)C2(C)C)cc1	5%	-3%	36%	54%	7.7%
Cc1cc(C(=O)O)ccc1-c1ccc(/C=C2\NC(=O)N(Cc3ccc(F)cc3)C2=O)o1	-10%	-21%	8%	61%	1.2%
CS(=O)(=O)Nc1ccccc1C(=O)N1CCCC1	1%	1%	4%	6%	1.1%
COc1ccc(-c2csc(NC(=O)c3c(C)noc3C)n2)cc1	/	-22%	50%	52%	3.9%
O=C(CCl)NNc1cccc(Cl)n1	0%	-7%	-4%	-5%	1.2%
CC1CCN(C(=O)Cn2c3ccccc3c3nc4n(c(=O)c32)CCCS4)CC1	3%	-4%	14%	6%	13%
CSc1ccccc1OCc1cc(C(=O)N2CCN(C3CCCC3)C(=O)C2)no1	5%	-5%	-5%	1%	4.3%
CC(=O)C1=NOC2C(=O)N(c3ccccc3)C(=O)C12 (stereo not drawn)	9%	0%	-19%	-3%	0.2%
CCOc1ccc(S(=O)(=O)N(C)c2ccc(OCC(=O)N3CCOCC3)cc2)cc1	1%	0%	-4%	-7%	2.3%
COc1ccc2ccc(O)c(CN3CC=C(c4ccccc4)CC3)c2c1	-2%	-13%	?	12%	5.3%
O=C(CSc1nnc(-c2n[nH]c3ccccc23)n1-c1ccccc1)Nc1cccc(Cl)c1	-3%	-4%	-1%	-3%	0.5%
O=C(Nc1cccc(Cl)c1)N1CCC(CO)(CCOc2ccccc2)CC1	14%	-3%	14%	-3%	0.0%
Cc1ccc(S(=O)(=O)N/N=C\c2ccc([N+](=O)[O-])o2)cc1	15%	0%	57%	?	6.6%
CCOC(=O)c1sc(N)c(C#N)c1COC(=O)CNC(=O)c1cc(OC)c(OC)c(OC)c1	-3%	4%	15%	-5%	2.8%
CCCc1nc2oc(C(=O)c3ccccc3)c(N)c2c2c1COC(C)(C)C2	-2%	-1%	3%	4%	i	VEEV TC-83 Vero 10K pilot screen=1.9
CCCC(=O)Nc1ccc(C=C(C(C)=O)C(C)=O)cc1	5%	/	-3%	4%	1.5%
C=CC[C@H](CC(=O)N(CCO)Cc1ccccc1)C(=O)N[C@@H](COC(=O)[C@@H](CC=C)Cc1ccc(F)cc1)Cc1ccccc1	/	15%	29%	3%	0.7%
O=C(CS(=O)(=O)Cc1ccccc1)Nc1ccc(Br)cc1F	-3%	4%	-6%	-10%	0.9%
O=C(CCc1nnc(C2CCCCC2)o1)N1CCN(C2CCCCC2)CC1	3%	/	18%	-1%	1.8%
O=C(Oc1ccc2c(=O)c(Cl)coc2c1)c1cccnc1	8%	5%	24%	2%	1.5%
C/C=C/C(=O)Nc1cccc(C2=NOC3(C2)C[C@@H](C(N)=O)N(C(=O)c2cc([N+](=O)[O-])cc([N+](=O)[O-])c2)C3)c1 (stereo partly drawn)	0%	-1%	74%	?	0.1%
O=C(CSc1nnc(-c2ccccc2)n1-c1ccccc1)c1ccc[nH]1	-8%	5%	-13%	-7%	0.4%
CCOC(=O)c1nc(Nc2ccc(C(C)=O)cc2)c2ccccc2n1	-20%	9%	/	-1%	9.1%
Cc1ccc(-c2ccc(/C=C/C(=O)c3ccccc3)o2)cc1	-9%	4%	?	?	12%
OCC[C@H]1C[C@H](O)[C@@H](O)[C@]2(Cc3ccccc3CCO2)O1	-26%	-6%	-4%	-3%	0.6%
Cc1ccc(S(=O)(=O)N(CC(O)CN2CCOCC2)c2cc(Cl)ccc2Cl)cc1 (stereo not drawn)	21%	1%	11%	-5%	0.6%
Cn1c(SCCN2CCOCC2)nc2sc3c(c2c1=O)CCCC3	-7%	-1%	-11%	-2%	0.7%
COc1ccc(CCC(=O)Nc2ncc(C)s2)cc1	-4%	17%	23%	3%	0.4%
C/C(Cn1nnc([N+](=O)[O-])n1)=N\NC(=O)c1cccc(Cl)c1	-2%	2%	64%	66%	0.2%
COc1ccc(CCN(C)CCCC(C#N)(c2cc(OC)c(OC)c(OC)c2)C(C)C)cc1OC (stereo not drawn)	3%	1%	-4%	10%	0.6%
S=C(Nc1ccc2[nH]ccc2c1)NC1CCCCC1	1%	5%	53%	-5%	3.9%
Cc1nc2c(-c3ccccc3)c(C)nn2c(C)c1CCC(=O)N1CCOCC1	17%	1%	11%	1%	2.6%
Cc1nc2sc(C#N)c(N)c2c2c1CCCC2	-12%	-20%	5%	-2%	8.4%
Nc1ccc2nn(-c3ccc(F)cc3)nc2c1	-6%	-5%	43%	?	5.2%
CCOc1c(Br)cc(C(=O)NCCCn2ccnc2)cc1OC	-18%	-6%	10%	0%	i
COc1cc2c(cc1OC)CN(Cc1ccc(C)s1)CC2	-5%	4%	3%	-1%	0.4%
CCCC(=O)N1CCN(c2ccc(NC(=O)c3cccs3)cc2Cl)CC1	15%	-8%	79%	63%	0.2%
O=C(c1ccco1)N1CCN(C(c2ccccc2)c2nnnn2C2CCCC2)CC1 (stereo not drawn)	1%	-12%	4%	3%	5.5%
Cc1ccc(N2CC(C(=O)N3CCN(Cc4ccc5c(c4)OCO5)CC3)CC2=O)cc1 (stereo not drawn)	5%	10%	0%	8%	2.2%
COc1ccc(N2CCN(C(=O)CSc3nnc(NC(=O)C4CCC4)s3)CC2)cc1	-6%	4%	5%	3%	1.4%
Cc1ccccc1NC(=O)CSc1n[nH]c(-c2ccccn2)n1	-6%	-6%	31%	?	5.8%
CC(=O)c1ccc(NC(=O)c2cc(-c3cccs3)on2)cc1	1%	1%	3%	4%	0.9%
Cc1ccc(-c2nc(CS(=O)(=O)CC(=O)NCc3ccc4c(c3)OCO4)c(C)o2)cc1	2%	-1%	1%	7%	1.9%
COc1ccccc1NC(=O)COC(=O)Cn1cnc2c1c(=O)n(C)c(=O)n2C	/	-4%	6%	-4%	i
NC(=O)c1ccccc1NC(=O)Nc1cccc(Cl)c1Cl	-2%	-5%	-20%	0%	i
O=C(NCc1nnc(SCC(=O)N2CCCCCC2)o1)c1ccco1	8%	14%	-19%	-5%	0.0%
Cc1ccc2c(c1)N(C(=O)CCC(=O)NCc1ccccc1)CC(C)O2 (stereo not drawn)	-17%	8%	4%	-8%	0.0%
COC(=O)[C@@]12CCCN1[C@H](c1ccc(-c3ccccc3)cc1)[C@H]1C(=O)N(C)C(=O)[C@H]12	-6%	11%	14%	4%	0.1%
COc1ccc(S(=O)(=O)Nc2ccccc2C(=O)OC2CCCN(C)C2)cc1OC (stereo not drawn)	1%&1%	7%	-3%	-7%	i
O=C(COc1coc(CN2CCN(c3ccc(F)cc3)CC2)cc1=O)Nc1ccccc1	-1%	1%	0%	17%	2.5%
CCOC(=O)c1c(NC(=O)CSc2nnc(-c3c[nH]c4ccccc34)n2C)sc2c1CCCC2	-6%	6%	7%	-7%	i	VEEV TC-83 Vero 10K pilot screen=0.0
CCN(CC)CCNC(=O)CCn1nc(-c2ccc(Cl)cc2)ccc1=O	0%	-9%	-8%	-5%	0.2%
(list continues)
SMILES	Salmonella PhoP GFP	influenza NS1A	M. tuberculosis	H37Rv inhibition	VEEV TC-83 Vero	others
CCNC(=O)N(CC)C[C@H]1N[C@@](Cc2ccccc2)(C(=O)OC)[C@H]2C(=O)N(Cc3ccccc3)C(=O)[C@@H]12	/	-8%	6%	1%	1.8%
Cc1ccc(C(C)C)c(OCC(=O)NNC(=O)Cc2ccc(S(=O)(=O)N3CCOCC3)s2)c1	/	-27%	-15%	0%	3.2%
O=C(Cc1n[nH]c(=O)c2ccccc12)N1CCN(c2ccc(F)cc2)CC1	-4%	-8%	-1%	-4%	0.4%
COc1cccc(NC(=O)CCNS(=O)(=O)c2cccc3nsnc23)c1	0%	-5%	-7%	-7%	i
Cc1cc(C(=O)OCC(=O)c2c(N)n(C)c(=O)n(C)c2=O)c(C)o1	-7%	-19%	-3%	-2%	7.2%
CCCn1nc(C(=O)OCC(=O)Nc2cccc(S(N)(=O)=O)c2)c2ccccc2c1=O	0%	2%	-11%	1%	1.8%
CCN(CC)S(=O)(=O)c1ccc(-c2nnc(SCC(=O)Nc3nc(C)cs3)o2)cc1	7%	2%	5%	5%	i
COc1cc2c(cc1OC)-c1cc(NC3CCCCCCC3)nc(=O)n1CC2	0%	1%	2%	27%	7.2%
COc1ccc(N2CCN(C3CCCN(C(=O)CN4CCCCC4=O)C3)CC2)cc1 (stereo not drawn)	-27%	-4%	-9%	-1%	0.3%
CCCN1CCN(C(=O)CN2C(=O)CC(C)(C)S(=O)(=O)c3ccccc32)CC1	-2%	-1%	2%	1%	0.8%
CCOc1cccc(OCCOCCN(C)C)c1	3%	-5%	-10%	-9%	i
CS(=O)(=O)N(CC(=O)Nc1cccnc1)c1ccc2c(c1)OCO2	-4%	2%	-7%	-7%	3.2%
Cc1cc(C)cc(C(=O)NC(CC(N)=O)c2ccc(N3CCC(Br)CC3)c([N+](=O)[O-])c2)c1 (stereo not drawn)	-5%	7%	8%	25%	0.5%
O/N=C/c1ccccc1OCc1ccccc1Cl	-5%	5%	10%	2%	2.0%
CCc1ccc(N2CC(C(=O)NCc3ccc4c(c3)OCO4)CC2=O)cc1 (stereo not drawn)	-5%	-14%	0%	-7%	1.0%
Cc1c(Cl)cccc1NC(=O)C1NC(=O)CC1c1ccccc1 (stereo not drawn)	-4%	9%	-5%	-2%	i
Cc1ccccc1N1CCN(C2CCCN(C(=O)CCN3CCCCO3)C2)CC1 (stereo not drawn)	-1%	-4%	21%	4%	3.5%
CC(C)N(CCNC(=O)c1ccc(OCC2CCCO2)cc1)C(C)C (stereo not drawn)	-8%	10%	9%	-3%	0.3%
O=C(COC(=O)c1ccc(F)cc1F)Nc1cccc(S(=O)(=O)N2CCOCC2)c1	/	-4%	/	/	4.9%
COc1ccc(-c2cc3c(=O)n(CC(=O)NCCCc4ccccc4)ncn3n2)cc1	8%	5%	-3%	-5%	i
Cc1ccc(S(=O)(=O)N2CCOCC2)cc1NC(=O)Cn1c(=O)ccn(Cc2ccccc2)c1=O	/	-12%	/	/	2.6%
C=CCN(c1ccccc1OC)S(=O)(=O)c1cccc(C(=O)NCc2cccs2)c1	/	8%	/	/	9.7%
O=C(NCc1ccccc1C(F)(F)F)C1CC(c2cccc(F)c2)=NO1 (stereo not drawn)	-34%	-4%	-3%	3%	0.7%

Structural class, those above with a nitro group on carbon.
SMILES	Salmonella PhoP GFP	influenza NS1A	M. tuberculosis	H37Rv inhibition	VEEV TC-83 Vero	others
Cc1ccc(S(=O)(=O)N/N=C\c2ccc([N+](=O)[O-])o2)cc1	15%	0%	57%	?	6.6%
C/C=C/C(=O)Nc1cccc(C2=NOC3(C2)C[C@@H](C(N)=O)N(C(=O)c2cc([N+](=O)[O-])cc([N+](=O)[O-])c2)C3)c1 (stereo partly drawn)	0%	-1%	74%	?	0.1%
C/C(Cn1nnc([N+](=O)[O-])n1)=N\NC(=O)c1cccc(Cl)c1	-2%	2%	64%	66%	0.2%
Cc1cc(C)cc(C(=O)NC(CC(N)=O)c2ccc(N3CCC(Br)CC3)c([N+](=O)[O-])c2)c1 (stereo not drawn)	-5%	7%	8%	25%	0.5%

Pulled one by one from the entries so far, two records:
SMILES	Salmonella PhoP GFP	influenza NS1A	M. tuberculosis	H37Rv inhibition	VEEV TC-83 Vero	others
COc1ccc(-c2cc3c(=O)n(CC(=O)NCCCc4ccccc4)ncn3n2)cc1	8%	5%	-3%	-5%	i
O=C(NCc1ccccc1C(F)(F)F)C1CC(c2cccc(F)c2)=NO1 (stereo not drawn)	-34%	-4%	-3%	3%	0.7%

Compound activity (PubChem BioAssay)
